# High-throughput results from PubChem BioAssay.
# ERK EGF block: qHTS Assay for Inhibitors of the ERK Signaling Pathway using a Homogeneous Screening Assay; Stimulation with EGF. HEK293-V1b, EGF-stimulated phospho-ERK AlphaScreen. Potency, µM (doses to about 11.5 µM), for the others: at the top dose activity change, negative = inhibition, usual class: inhibitors. hit rate 0.41% among 130,000. AID 1454, 2008; active = well fitted inhibition curve with a large enough effect; inconclusive = small, poorly fitted or top-dose-only effect, or effect the other way;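 note: plate controls were stimulated vehicle wells for no effect and unstimulated vehicle basal for full effect; nearly all actives have a fitted effect of over 55% in size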
#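 Stably V1b-transfected HEK293 cells; 30 min compound, then EGF 25 nM final for 5 min at 37C; 10 min lysis; phospho-ERK by AlphaScreen after 5 hr beads at room temperature.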
# * marks the source's active call; other numbers are inactive results; ? = inconclusive; & = joins results of further samples; [ ] = dose if it differs, or a comment. Potency is the fitted concentration of half-maximal effect.
ERK EGF block	SMILES
3%	Cn1cccc1/C=C(\C#N)c1ccccc1
-8%	CCOc1ccc(N2C(=O)CC(N(Cc3ccco3)C(C)=O)C2=O)cc1 (stereo not drawn)
-3%[57.5 µM]	CCOC(=O)C1(Cc2ccccc2C)CCCN(C(=O)c2ccnn2C)C1 (stereo not drawn)
-8%	Cc1noc(/C=C/Nc2ccc(F)cc2F)c1[N+](=O)[O-]
-5%	Cc1cc([N+](=O)[O-])ccc1NC(=O)C(C)[n+]1ccccc1 (stereo not drawn)
8%	CC(C)N1CCC(NC(=O)NC2CCCCC2)CC1
2%	COc1cccc(/C=N/NC(=O)c2ccc(N(C)S(=O)(=O)c3ccccc3)cc2)c1OC
-6%	O=C(CSc1ncn[nH]1)Nc1cc(S(=O)(=O)N2CCCC2)ccc1Cl
-5%	COc1ccc(Cl)cc1NC(=S)Nc1cccc(C)c1
4%[57.5 µM]	O=C(/C=C/c1ccc(-c2ccc(F)cc2)o1)N1CCCC1
7%[57.5 µM]	Cc1nc(-c2ccc(S(=O)(=O)Oc3ccc(Cl)cc3Cl)s2)cs1
9%[57.5 µM]	CCO[C@H]1OC(C(=O)NC2CC2)=C[C@@H](c2csc3ccccc23)[C@@H]1CCCO
-1%	c1ccc(CSc2nnc3ccc(-c4ccncc4)nn23)nc1
2%	Cc1ccc2c(c1)C=CC(C)(C)S2=O (stereo not drawn)
32%[57.5 µM]	O=C(c1ccc2nc(-c3ccccc3)c(-c3ccccc3)nc2c1)N1CCCCC1
-4%[57.5 µM]	Cc1cc(NC(=O)CCCn2ccc([N+](=O)[O-])n2)n(Cc2ccc(F)cc2)n1
14%	Cc1ccc(NC(=O)Cn2cnc3sc(C(=O)NCCN(C)C)c(C)c3c2=O)cc1Cl
-12%	C/C(=N\N(Cc1ccccc1)c1ccccc1)c1cccnc1
-14%[57.5 µM]	Cc1ccccc1NC(=O)C1(C)Cc2ccccc2C(=O)O1 (stereo not drawn)
5%	CCc1ccc(N2NC(=O)/C(=C/C=C/c3ccco3)C2=O)cc1
-21%[57.5 µM]	O=C(CC(Nc1ccccc1)c1ccccc1)C1CC1 (stereo not drawn)
-2%	CC(C)(C)NC(=O)C(c1cccs1)N(CC1CCCO1)C(=O)c1ccc(-c2ccccc2)[nH]1 (stereo not drawn)
-14%[57.5 µM]	CCN(N=O)[C@@H](Cc1ccccc1)CN(N=O)[C@@H](Cc1ccccc1)CN(C)N=O
3%	S=C(NCc1ccc2[nH]c3c(c2c1)CCCC3)Nc1ccccc1Cl
?	CCC(=O)Nc1cccc(C(=O)c2ccc(C)c(C)c2)c1
?	COc1ccc(S(=O)(=O)NCCCCC(=O)O)cc1C(=O)O
-11%	CC[n+]1c(-c2ccccc2)csc1Nc1c(C)n(C)n(-c2ccccc2)c1=O
16%[57.5 µM]	CC(C)S(=O)(=O)C/C(N)=N/OC(=O)c1cc(Cl)cc(Cl)c1
-7%	COc1ccc(C)cc1NC(=O)CN(C)S(=O)(=O)c1cc(C)ccc1OC
?	Cn1c(=O)c2c(ncn2CC(=O)N/N=C/c2c[nH]c3ccccc23)n(C)c1=O

# Next part (seven carried over from the part before).
ERK EGF block	SMILES
3%	S=C(NCc1ccc2[nH]c3c(c2c1)CCCC3)Nc1ccccc1Cl
?	CCC(=O)Nc1cccc(C(=O)c2ccc(C)c(C)c2)c1
?	COc1ccc(S(=O)(=O)NCCCCC(=O)O)cc1C(=O)O
-11%	CC[n+]1c(-c2ccccc2)csc1Nc1c(C)n(C)n(-c2ccccc2)c1=O
16%[57.5 µM]	CC(C)S(=O)(=O)C/C(N)=N/OC(=O)c1cc(Cl)cc(Cl)c1
-7%	COc1ccc(C)cc1NC(=O)CN(C)S(=O)(=O)c1cc(C)ccc1OC
?	Cn1c(=O)c2c(ncn2CC(=O)N/N=C/c2c[nH]c3ccccc23)n(C)c1=O
5%	CC(=O)c1cc2c(cc1N/C(=N/S(=O)(=O)c1ccc(C)cc1)c1ccccc1)OCO2
-10%[57.5 µM]	COc1ccc2oc(=O)c(C(=O)Nc3ccccc3-c3ccccc3)cc2c1
25%	CC(Oc1ccccc1)C(=O)N=Nc1c(O)[nH]c2ccc(Br)cc12 (stereo not drawn)
4%	COc1cc2c(cc1OC)CN(c1nc(CN3CCOCC3)nc3sc4c(c13)CCCC4)CC2
-6%[57.5 µM]	S=C1NCN(CCc2ccccc2)CN1
13%	Cc1cccc(/C=N/n2c(C)cc(C)c(C#N)c2=O)c1
14%	COC(=O)C1(CCSC)NC(c2ccc(O)c(OC)c2)C2C(=O)N(c3ccc(C)cc3)C(=O)C21 (stereo not drawn)
5%	CC(=O)CNc1ccc(S(=O)(=O)N/N=C/c2ccccc2)cc1
-13%	O=C(O)c1cnn(-c2nc(-c3cccc(F)c3)cs2)c1C(F)(F)F
-10%	O=C(O)c1ccc(Nc2nc3c(s2)CCCC3)cc1
-8%	CC1=NN(C(=O)CCc2ccccc2)C(O)(c2ccncc2)C1 (stereo not drawn)
-1%	CCn1cc(NC(=O)CCl)c(C)n1
10%	CN(C)C(CNC(=O)c1ccc2c(=O)n(-c3ccccc3F)c(=S)[nH]c2c1)Cc1ccccc1 (stereo not drawn)
2%	COc1ccc2nc(C)cc(SCC(=O)N/N=C/c3ccc(O)cc3O)c2c1
6%	CCOC(=O)C1=C(C(F)(F)F)Nc2ncnn2C1c1cc(OC)ccc1OC (stereo not drawn)
-8%	Cc1ccc(OC(=O)CCC(=O)Nc2ccc(Br)cc2)cc1
2%[57.5 µM]	COC(=O)NC1(C(=O)O)CCCC1
7%	COc1ccccc1Oc1ccc(N/C=C/C(=O)c2ccco2)cc1
7%	Cc1cccc(-c2cc(=O)c3cc(C)ccc3o2)c1
24%	O=C(N/N=C/c1c[nH]c2ccccc12)c1cc(-c2ccc3ccccc3c2)n[nH]1
-2%	CC(C)n1c(=NC(=O)c2ccco2)c(C#N)cc2c(=O)n3ccccc3cc21
4%	COc1ccccc1C(O)(C(=O)NNc1cccc(C)c1)c1ccccc1OC
-5%	CC(=O)CCc1ccc(Oc2nc(-c3cccnc3)nc3ccccc23)cc1
-12%	COc1cccc(CN2CCNC(=O)C2CC(=O)NCCn2cccn2)c1OC (stereo not drawn)
-6%	COC(=O)N/N=C(/c1ccccc1)C1CCCCC1
-8%	O=C(COc1ccccc1/C=C1/NC(=O)NC1=O)Nc1ccccc1
-8%	CCOC(=O)C1(CC2CCCCO2)CCN(Cc2nccn2-c2ccc(OC)cc2)CC1 (stereo not drawn)
2%	Cc1nn(CCO)c2nc(-c3cccs3)cc(C(F)(F)F)c12
-10%	COc1ncc2nc(CCc3ccccc3)c(=O)n(Cc3cccs3)c2n1
4%[57.5 µM]	FC(F)(F)c1cc(Oc2ccc(Cl)cc2)ncc1-c1nnc(-c2ccc(Cl)cc2)o1
-10%	CS(=O)(=O)N1CCN(Cc2ccc([N+](=O)[O-])cc2)CC1
11%[57.5 µM]	Cc1cc(=O)[nH]c(NN)n1
-7%[57.5 µM]	CCOC(=O)C1=C(O)C(=O)N(Cc2ccccc2)CC1
-5%[57.5 µM]	CC(=C\c1ccccc1)/C=C1/SC(=S)N(CCC(=O)Nc2ccccn2)C1=O
-6%[57.5 µM]	CN(C)C(=S)c1ccccc1
-5%	Fc1ccc(NC(=S)Nc2cccnc2)c(Cl)c1
1%	O=C(Nc1ccccc1N1CCOCC1)c1cccc([N+](=O)[O-])c1
5%	Cn1cc(Cl)c(C(=O)NNC(=S)NC2CCCCC2)n1
-7%	CNC(=S)NNC(=O)c1ccc(=O)n(Cc2ccc(Cl)cc2Cl)c1
1%[57.5 µM]	NCCCC[C@H]1CNC(=O)C(=O)N1CCC12CC3CC(CC(C3)C1)C2
-7%[57.5 µM]	Cc1cccc(NC(=O)Cn2nnc3sc4c(c3c2=O)CC(C)(C)OC4)c1
-18%	O=C(CCCCCNC(=O)c1ccccc1)N=Nc1c(O)[nH]c2c(Br)cc(Br)cc12
-1%	Cc1ccc(NC(=O)C2CCCCC2C(=O)O)cc1Cl (stereo not drawn)
2%	COCCCNC(=O)c1ccc(Cn2c(=O)[nH]c3ccccc3c2=O)cc1
-4%	N/C(=N\OS(=O)(=O)c1cccc([N+](=O)[O-])c1)c1ccncc1
-2%	CC(=O)NCCc1c(Cc2ccccc2)[nH]c2ccccc12
7%	Cc1ccccc1CSc1ccc(-c2ccc3c(c2)OCO3)nn1
1%[57.5 µM]	Nc1nc(-c2ccccc2)cn1/N=C/c1ccccc1
-3%	Oc1cccc(C(O)CNCc2ccc(OCc3ccc(Cl)cc3Cl)cc2)c1 (stereo not drawn)
5%	COc1c(O)c(O)cc2c1oc1c3ccccc3oc(=O)c21
-5%[57.5 µM]	COc1cc(/C=C2\SC(=Nc3ccc(O)cc3)NC2=O)cc(OC)c1OC
5%	O=C(COc1ccc(Cl)cc1Cl)Nn1c(=S)[nH]c2ncccc2c1=O
8%	O=C(CC1Nc2cccc3cccc(c23)NC1=O)Nc1ccccc1 (stereo not drawn)
-7%[57.5 µM]	Cn1ncc(Br)c1NC(=O)CSc1ccc(Cl)cc1
-2%	Cc1cccnc1NC(=S)Nc1ccc(Br)cc1Cl
-9%[57.5 µM]	CC(C)NC(=O)C1(c2ccccc2)CCOCC1
29%	Cn1cccc1/C=N/N1CCN(c2ccccc2)CC1
-4%	CSc1ccc(-c2nc(CN(C)C3CCOC3)c(C)o2)cc1 (stereo not drawn)
-4%	COc1ccc2nc(Nc3nc(-c4ccncc4)cs3)sc2c1
6%	Cc1ccc(C)c(-n2[nH]c3c4c(ccc3c2=O)C(=O)c2ccccc2C4=O)c1

# Further results
ERK EGF block	SMILES
8%[57.5 µM]	Cc1cc(CN(C)Cc2c(C(=O)N3CCCCCCC3)nc3ccc(Cl)cn23)n[nH]1
-12%	CCCCSc1nnc(-c2ccccc2NC(C)=O)c(=O)[nH]1
1%	Cn1c(O)c(N=NC(=O)Cn2c(C(F)(F)F)nc3ccccc32)c2ccccc21
5%	Cc1cccc(NC(=O)CSc2nnc(-c3ccccc3C)o2)c1
15%&-1%	COC(=O)[C@@]1(Cc2ccc(OC)cc2)[C@H]2c3cc(C(=O)N4CCCC4)n(CCSCCO)c3C[C@H]2CN1C(=O)c1ccccc1
-6%	C/C(CC(=O)Nc1c(C)cc(C)cc1C)=N\NC(=O)c1cnccn1
-4%	CC1=C(C(=O)OC(C)C)C(c2cccnc2)C2=C(CC(C)(C)CC2=O)N1 (stereo not drawn)
8%	COc1cc(N=Nc2c(C)n(C)n(-c3ccccc3)c2=O)ccc1N
12%	O=[N+]([O-])c1cc(Oc2cccnc2)cc([N+](=O)[O-])c1
1%	CCn1nc(C(=O)NCc2ccco2)c(Cl)c1Cl
-1%	CN(C)S(=O)(=O)c1cccc(NC(=O)CSc2nc3ccccc3[nH]2)c1
2%	CC(=O)N1CC(=O)N(Cc2ccccc2)/C(=C/c2ccccc2)C1=O
2%	CC(C)OCCCNC(=S)N1CCC(C(=O)c2ccc3c(c2)OCCO3)CC1
-7%	COc1ccc2c(c1)O[C@@H](c1cccc(C(F)(F)F)c1)[C@H](OC(=O)Nc1ccc(C)c(Br)c1)C2=O
1%[57.5 µM]	COc1ccc(NC(=O)c2cc3ccc4c5ccccc5[nH]c4c3cc2O)cc1
-8%	CCc1ccc(OS(=O)(=O)c2cn(C)c(=O)n(C)c2=O)cc1
12%	C#CCn1cc(C=C2C(=O)c3ccccc3C2=O)c2ccccc21
4%[57.5 µM]	CC(=O)C1=NN(c2ccc(Cl)cc2)C(c2ccc3c(c2)OCO3)N(C(C)=O)N1C (stereo not drawn)
16%[57.5 µM]	COc1ccccc1N1CCN(C(=O)c2cc(C(C)(C)C)oc2C)CC1
-5%[57.5 µM]	NC(N)=N/N=C/c1ccccc1Cl
-2%	CCOC(=O)c1cc(-c2ccccc2)sc1NC(=O)C(C)Sc1nnc(C)s1 (stereo not drawn)
6%	O=C(NCCCn1ccnc1)c1cccnc1
0%	CCOc1cc(/C=N/NC(N)=O)ccc1OCC(=O)Nc1ccc(C)c(C)c1
0%	CCCCCCCCC(=O)Nc1cc(C)ccc1OC
-7%[57.5 µM]	Cc1cccc2c1-c1sc(C(=O)NCCCN3CCc4ccccc4C3)cc1CO2
-7%[57.5 µM]	O=C(NCc1nc2ccccc2[nH]1)C1=C[C@H](c2csc3ccccc23)C[C@H](OCc2ccc(CO)cc2)O1
0%	CC1CCCCC1NC(=O)C(=O)NCC1CCCO1 (stereo not drawn)
-2%	CCOC(=O)N1CCC(=NNC(=O)NC2CCCCC2)CC1
5%	CSc1cccc(NC(=S)N(C(C)C)C(C)c2ccccn2)c1 (stereo not drawn)
-12%	COCC(=O)C(C(=O)OC)[C@H](CCc1ccccc1)NC(=O)OC (stereo partly drawn)

# Shown with bars between the fields: five of the compounds above
compound | ERK EGF block
CC(C)OCCCNC(=S)N1CCC(C(=O)c2ccc3c(c2)OCCO3)CC1 | 2%
COc1ccc2c(c1)O[C@@H](c1cccc(C(F)(F)F)c1)[C@H](OC(=O)Nc1ccc(C)c(Br)c1)C2=O | -7%
COc1ccc(NC(=O)c2cc3ccc4c5ccccc5[nH]c4c3cc2O)cc1 | 1%[57.5 µM]
CCc1ccc(OS(=O)(=O)c2cn(C)c(=O)n(C)c2=O)cc1 | -8%
C#CCn1cc(C=C2C(=O)c3ccccc3C2=O)c2ccccc21 | 12%

# (more compounds)
ERK EGF block	SMILES
2%	COc1ccc(C(=O)NNC(=S)NC(=O)c2ccccc2[N+](=O)[O-])cc1
-1%	COc1cccc(NC(=O)N2CCCC2C(=O)Nc2ccc3c(c2)OCCO3)c1 (stereo not drawn)
-30%[57.5 µM]	COC(=O)COc1ccc(NC(=O)c2ccco2)cc1
5%	O=C(NNC(=O)C1CC(c2cccnc2)=NO1)Nc1ccccc1F (stereo not drawn)
0%[57.5 µM]	CCOc1ccc2[nH]c3c(N4CCC5(CC4)OCCO5)ncnc3c2c1

# An excerpt; the hit share may differ from the screen's.
